LGR2 antag: inhibitors of bursicon-induced Drosophila LGR2 receptor cAMP signaling. inhibition, % at 9.99 µM. hit rate 0.35% among 380,000. HEK293 LGR2, CRE-luciferase, bursicon-stimulated, 4 h. AID 720647;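 active = drop in luminescence signal, shown as inhibition above about 50% in the replicate tests, limit read from the data, passing the limit was not always enough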;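 also: agonist challenge used bursicon conditioned medium at about half maximal strength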
EWS-Fli inh: blocks EWS/Fli oncoprotein-driven transcription; A673 NR0B1-luciferase reporter, viability-normalised; hit rate 0.67% among 350,000; inhibition, % at 12.6 µM; AID 651661;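 active = mean inhibition of at least 50% after viability correction, with every replicate also passing that limit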;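 also: firefly luciferase signal divided by Alamar Blue viability fluorescence both relative to DMSO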
FN deposit inh: fibronectin deposition inhibition; AH1F fibroblasts, Alexa488-fibronectin deposition fluorescence, overnight; inhibition, % at 12.6 µM; hit rate 0.086% among 350,000;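 active = mean inhibition across replicates of 30% or more, regardless of how many single replicates reach that level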;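 also: positive control wells lacked labelled fibronectin entirely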
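Material: AH1F fibroblast monolayer depositing Alexa488-labelled fibronectin into matrix / Amount: 10000 AH1F cells per well / Signal: fluorescence 485/525 nm / Medium: DMEM, 2% serum / Compound: single dose, pinned / Incubation: 1 h cell adhesion before compound, then overnight fibronectin incubation / Reagent: Alexa488-FN, 24 nM final / Read-out: inhibition of fibronectin deposition signal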
S100A4 inh HTS: blocks human S100A4 binding to myosin IIA peptide; P26447; S100A4/TAMRA-MyoIIA peptide fluorescence polarization; inhibition, % at 10.7 µM; hit rate 0.14% among 360,000;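 active = mean inhibition of at least 70% across replicates, with every replicate also reaching that level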
Target sequence (P26447 whole entry, looked up): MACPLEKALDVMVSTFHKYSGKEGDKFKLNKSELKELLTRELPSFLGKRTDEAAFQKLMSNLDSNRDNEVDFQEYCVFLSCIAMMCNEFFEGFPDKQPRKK
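Material: S100A4 monomer (human). Medium: Calcium-containing HEPES buffer, pH 7.2. Probe or stimulus: labelled myosin peptide probe, 5 nM. Compound dosing: one concentration per compound. Timing: polarization read 5 min after assay mix addition, stable 5–60 min. Benchmarks: DMSO as neutral control, TFP as positive control.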
ERAP1 HTS inh: ERAP1 (human) enzyme inhibition; recombinant ERAP1, Leu-AMC fluorescence, 60 min; inhibition, % at 10.7 µM; hit rate 0.15% among 340,000;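 active = mean replicate inhibition of at least 30%, or all replicates individually reaching that 30% level; inactive = mean below 30% and not every replicate reaching it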;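 also: 0% = neutral control wells and 100% = L-leucinethiol positive control wells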
Target sequence (Q9NZ08 whole entry, looked up): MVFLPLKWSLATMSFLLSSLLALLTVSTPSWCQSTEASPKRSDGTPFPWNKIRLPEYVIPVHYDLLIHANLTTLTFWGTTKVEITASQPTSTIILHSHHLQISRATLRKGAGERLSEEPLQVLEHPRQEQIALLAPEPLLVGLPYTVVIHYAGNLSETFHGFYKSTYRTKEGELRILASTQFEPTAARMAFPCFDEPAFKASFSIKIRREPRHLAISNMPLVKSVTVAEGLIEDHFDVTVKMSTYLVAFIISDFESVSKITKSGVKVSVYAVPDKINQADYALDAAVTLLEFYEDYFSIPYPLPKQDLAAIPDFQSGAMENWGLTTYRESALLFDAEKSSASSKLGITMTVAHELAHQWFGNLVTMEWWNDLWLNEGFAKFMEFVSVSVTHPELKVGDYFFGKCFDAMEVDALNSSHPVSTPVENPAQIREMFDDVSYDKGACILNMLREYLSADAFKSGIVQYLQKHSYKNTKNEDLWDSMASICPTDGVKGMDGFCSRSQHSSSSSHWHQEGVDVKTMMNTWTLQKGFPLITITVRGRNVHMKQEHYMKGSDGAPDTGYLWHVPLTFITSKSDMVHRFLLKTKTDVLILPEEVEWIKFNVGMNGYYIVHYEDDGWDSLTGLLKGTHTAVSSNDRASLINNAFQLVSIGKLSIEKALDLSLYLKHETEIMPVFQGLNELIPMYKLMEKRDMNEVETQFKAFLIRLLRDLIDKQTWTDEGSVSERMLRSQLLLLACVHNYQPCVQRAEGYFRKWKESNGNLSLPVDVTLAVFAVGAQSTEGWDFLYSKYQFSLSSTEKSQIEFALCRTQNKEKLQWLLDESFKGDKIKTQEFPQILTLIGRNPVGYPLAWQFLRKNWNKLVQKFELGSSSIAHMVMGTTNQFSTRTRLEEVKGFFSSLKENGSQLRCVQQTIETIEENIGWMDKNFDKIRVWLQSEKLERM
PGC1a acetyl inh: PGC1a acetylation modulation, inhibitor mode. inhibition, % at 15.6 µM. AID 651687. hit rate 0.17% among 350,000. U2OS PGC1a acetylation, AlphaScreen anti-acetyl-lysine; with virally co-expressed GCN5 acetyltransferase;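 active = every replicate shows inhibition of at least 40%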;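 also: 0% = neutral control wells and 100% = positive control wells; some results beyond the cut were filed as inactive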
PglD DTNB: blocks C. jejuni PglD acetyltransferase activity. inhibition, % at 12.5 µM. hit rate 0.098% among 360,000. purified PglD enzyme, DTNB colorimetric CoA detection; in the data active = inhibition above about 16%, passing the limit was not always enough; also: strong numbers were not always called active
PAX8 inh HTS: lowers PAX8-driven luciferase in RMG-I cells; RMG-I TPO-luciferase reporter, SteadyGlo, 24 h; inhibition, % at 12.6 µM; hit rate 1.2% among 360,000;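 active = mean replicate inhibition at least 60% with every replicate also reaching 60%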;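 also: luciferase light reporting Pax8 driven TPO promoter activity; plate controls were median of neutral control wells for no effect and mitoxantrone controls for full effect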
An asterisk follows results filed as active; x = not tested or not shown; & = joins results of further samples.

SMILES	LGR2 antag	EWS-Fli inh	FN deposit inh	S100A4 inh HTS	ERAP1 HTS inh	PGC1a acetyl inh	PglD DTNB	PAX8 inh HTS
CC12CC3CC(C)(C1)CC(C(=O)NCc1ccco1)(C3)C2	-19	0	-4	0	1	1	x	-8
COc1ccccc1NC(=O)c1ccc(S(=O)(=O)N2CCCC(C)C2)cc1 (stereo unspecified)	4	0	3	-16	-2	x	5	15
COc1ccc(C2c3ccc(O)cc3Oc3ncn(CC(C)C)c(=N)c32)cc1 (stereo unspecified)	10	-12	4	-6	3	1	-1	4
CN(C)S(=O)(=O)c1cc(NC(=O)COC(=O)CC2CC3CCC2C3)ccc1Cl (stereo unspecified)	-2	0	-6	12	0	-5	2	7
COCCCn1c(=O)c2ccccc2n(Cc2ccccc2C)c1=O	-12	4	-1	-8	-3	-1	-1	5
COc1ccc(NC(=O)N(C)C[C@H]2Oc3ccc(NC(=O)Cc4ccccc4)cc3C(=O)N([C@H](C)CO)C[C@H]2C)cc1	1	-6	-2	x	x	1	x	-13
CC(=O)c1sc(NC(=O)CSCc2c(C)noc2C)nc1-c1ccccc1	6	2	12	-2	4	-2	2	7
CC(C)(C)OC(=O)NC(Cc1ccccc1)C(=O)O (stereo unspecified)	-1	-9	5	29	x	6	5	-3
Cc1nc(N)[nH]c(=O)c1CCCNS(=O)(=O)c1ccc([N+](=O)[O-])cc1	-10	-5	x	0	2	1	-2	-6
O=C(/C=C/c1ccc(N2CCOCC2)cc1)c1ccccc1	-37	-48	x	1	-1	x	x	-88
COc1ccc(/C=C2\CCCC3C2=NN(C(=O)CSc2ncn[nH]2)C3c2ccc(OC)cc2)cc1 (stereo unspecified)	29	10	10	-5	1	-26	4	0
CCOC(=O)c1c(C)[nH]c(C(=O)OCC(=O)NCc2ccc(F)cc2)c1C	-4	-10	7	2	-2	-8	-3	4
C[C@H](CO)N1C[C@H](C)[C@@H](CN(C)CC2CC2)OCc2cnnn2CCCC1=O	5&1	-14&-1&5	-1&-10	4&-12	-1&1	0&8	-4&1	-9&-10&-1
CN1CCCCN2[C@H](CO)[C@H](c3ccc(-c4ccc(F)cc4)cc3)[C@@H]2C1	10	-9	-3	-12	1	-1	-2	1
C#CCSc1cc(C(F)(F)F)nc(-c2ccccn2)n1	12	13	6	-5	-5	3	x	-4
Cc1cc(C(=O)Nc2cccc3c2O[C@H](CN(C)S(=O)(=O)c2ccc(Cl)cc2)[C@@H](C)CN([C@H](C)CO)C3=O)n(C)n1	17	-2	x	8	3	9	0	9
Cc1nc(NCC2CCCO2)nc2c1C(=O)CC(C)(C)C2 (stereo unspecified)	7	x	x	3	0	x	1	x
CCN(CC)S(=O)(=O)c1cc(NS(=O)(=O)c2cccc(Cl)c2Cl)ccc1C	11	22	2	-1	1	x	9	7
COc1cc(/C=N/NC(=O)c2ccccn2)ccc1OC(=O)c1cccs1	-42	x	9	0	2	-6	-5	x
O=C([C@H]1[C@H](CO)[C@H]2Cn3c(cccc3=O)[C@H]2N1Cc1ccccn1)N1CCC(Cc2ccccc2)CC1	7	-76	x	0	1	x	x	-12
Cc1cc(C(=O)Nc2cccc3c2O[C@@H](CN(C)C(=O)Nc2ccc4c(c2)OCO4)[C@H](C)CN([C@@H](C)CO)C3=O)n(C)n1	23	-54	4	-5	1	5	-1	x
CCC(Sc1nc(N)c(NC(=O)c2ccc(Br)o2)c(=O)[nH]1)C(=O)O (stereo unspecified)	-3	-2	-5	3	0	x	6	5
O=C(Nc1scc(-c2ccccc2)c1C(=O)O)c1ccccc1F	x	-39	-2	0	10	5	-1	-15
C[C@H](NC(=O)C[C@H]1CC[C@@H](NC(=O)C2CCOCC2)[C@H](CO)O1)c1ccccc1	5	-5	4	5	1	-2	1	6
O=C(C[C@H]1CC[C@H]2[C@@H](COC[C@H](O)CN2Cc2ccc3c(c2)OCO3)O1)Nc1ccc(-c2ccccc2)cc1	-25	21	-7	x	x	-1	2	58
O=C(CN1C(=O)NC2(CCCCCC2)C1=O)Nc1ccc(OC(F)(F)F)cc1	9	2	-5	-2	1	-10	-3	3
Cc1ccccc1-c1nc(S(=O)(=O)c2ccccc2)c(NCCCN2CCOCC2)o1	-11	6	3	2	2	0	-2	7
Cc1cccc(C)c1NC(=O)C(c1cccc(F)c1)N1CCN(C)CC1 (stereo unspecified)	11	-2	4	-1	x	x	x	-4
COc1cccc(C(=O)Nc2cccc3ccccc23)c1	2	-6	-4	-1	-3	-6	1	10
CCOC(=O)CCCNC(=O)CN1C(=O)NC(c2ccccc2)(c2ccccc2)C1=O	13	2	9	1	-4	12	3	-4
COc1ccccc1NC(=O)CCN1CCN(c2ccc(Cl)cc2)CC1	5	13	4	-6	1	-9	2	9
O=C(Nc1cccnc1Cl)c1cc(-c2ccc(Cl)cc2)on1	-2	-13	-1	-3	0	x	6	-10
C[C@@H]1CN([C@H](C)CO)S(=O)(=O)c2ccc(C3=CCCC3)cc2O[C@H]1CN(C)C(=O)Nc1ccc2c(c1)OCO2	10	x	-9	-5	1	3	x	9
CCOC(=O)c1c(NC(=O)OC)sc2c1CCC2	x	x	13	x	x	1	-7	13
COc1ccc(N(C(=O)c2ccco2)C(C(=O)NC2CCCC2)c2cccnc2)c(OC)c1 (stereo unspecified)	7	8	6	1	0	4	1	0
CCC(C)C(N)C(=O)N1CCCC1C(=O)NC(C(=O)O)C(C)CC (stereo unspecified)	8	-4	1	2	2	8	-5	12
COc1ccc(CN(C)C[C@@H]2OCCCC[C@H](C)Oc3ccc(N(C)C)cc3C(=O)N([C@H](C)CO)C[C@@H]2C)cc1	8	17	x	2	2	1	5	-7
C[C@H](CO)N1C[C@H](C)[C@@H](CN(C)Cc2cccc(F)c2)Oc2ncc(C3=CCCC3)cc2C1=O	8	-33	x	11	0	-6	-3	-4
CCN(CC)c1ccc(NC(=O)CN2CCN(CC(=O)Nc3ccc(OC)cc3)CC2)cc1	0	5	-7	0	-1	-6	2	-10
C#CCOCCOCCOCCNc1nc(N2CCN(C(=O)C([C@@H](C)CC)n3cc(C(N)COC(=O)C(F)(F)F)nn3)CC2)nc(N2CCN(C(=O)[C@H](Cc3ccc(O)cc3)n3cc(C(N)[C@H](C)CC)nn3)CC2)n1 (stereo partly specified)	1	3	-9	-1	-1	x	x	-17
C=CCNC(=O)[C@@H]1[C@H]2C(=O)O[C@H](c3ccccc3)[C@H](c3ccccc3)N2[C@H](c2ccc(O)cc2)[C@@]12C(=O)N(C(=O)OCCOC)c1ccc(C#Cc3ccc(OC)cc3)cc12	x	2	x	2	-1	11	-1	-1
COc1ccccc1C(=O)Nc1ccc2c(c1)OC[C@H](C)N(C)C[C@H](C)[C@@H](OC)CN(C)C2=O	-2	3	-5	-1	2	-2	0	7
CC(NC(=O)c1ccccc1)C(=O)N/N=C/c1ccccc1 (stereo unspecified)	-2	2	-15	2	-4	x	0	-9
COc1ccccc1C1C(C#N)=C(N)Oc2c1c(-c1ccccc1)nn2-c1ccccc1 (stereo unspecified)	4	x	-6	x	x	-3	-1	-4
COc1cc(OC)c(S(=O)(=O)Nc2ccc(C(=O)O)cc2)cc1S(=O)(=O)Nc1ccc(C(=O)O)cc1	-8	0	0	0	0	12	11	-11
CCN(CC)c1ccc(/C=N/NC(=S)NCc2ccccc2)c(O)c1	-1	-3	7	-5	6	17	-7	26
O=C(Cn1nc(-c2ccccc2)c2ccccc2c1=O)Nc1ccc(O)cc1	21	2	11	-4	-3	-5	-2	4
C[C@H]1CN([C@@H](C)CO)C(=O)c2cc(NC(=O)Nc3cccc4ccccc34)ccc2O[C@H]1CN(C)C(=O)NC1CCCCC1	4	10	-12	-2	0	4	-1	12
Fc1ccc(NC(=S)N2CCN(c3cccc(C(F)(F)F)c3)CC2)cc1	11	11	-1	3	-1	x	x	10
O=C(Nc1cccc(C(F)(F)F)c1)c1ccc2sc([C@H]3C[C@H](O)[C@@H](CO)O3)nc2c1	12	11	x	-4	1	x	-5	20

The listing continues:
SMILES	LGR2 antag	EWS-Fli inh	FN deposit inh	S100A4 inh HTS	ERAP1 HTS inh	PGC1a acetyl inh	PglD DTNB	PAX8 inh HTS
COc1ccc(CCNC(=O)C(=O)NCC2CCCN2S(=O)(=O)c2cccs2)cc1OC (stereo unspecified)	1	-3	7	3	3	-1	7	15
COc1ccccc1CN1CC(C(=O)NCCSc2nnnn2C)CCC1=O (stereo unspecified)	-14	x	5	1	-2	x	-1	-2
CC1CCN(C(=O)c2cc3ccccc3c(=O)o2)CC1	-5	-42	-1	2	3	-4	7	-50
CCC(=O)N1C[C@H]2[C@@H](c3ccccc31)[C@@H](CO)N2Cc1ccc(F)cc1	-3	10	2	18	-5	-13	-5	8
C[C@@H]1CN([C@@H](C)CO)C(=O)c2cc(C#C[C@@H](C)O)cnc2O[C@@H]1CN(C)C(=O)Cc1ccncc1	17	-5	-14	6	-1	3	8	10
Nc1ccn([C@@H]2O[C@H](C(=O)N3CCN(CCO)CC3)[C@@H](O)[C@H]2O)c(=O)n1	-18	-16	-2	0	1	x	x	-8
COc1ccc(CN(C)C[C@@H]2Oc3ccc(NS(=O)(=O)c4cccs4)cc3CC(=O)N([C@@H](C)CO)C[C@@H]2C)cc1	0	-8	x	2	-9	8	x	x
CN(C)c1ccc2c(c1)[C@H]1C[C@H](CC(=O)NCc3ccc(Cl)cc3)O[C@@H](CO)[C@H]1O2	-1	-6	-2	-64	-6	2	-3	-3
O=C(Nc1cccc(F)c1)N1CCCC(CNS(=O)(=O)Cc2ccccc2)C1 (stereo unspecified)	50	-8	x	-1	2	x	x	-1
CN(C)c1ccc(C(CNS(=O)(=O)c2ccc([N+](=O)[O-])cc2)N2CCCC2)cc1 (stereo unspecified)	24	4	-4	15	8	x	0	1

Entries of single compounds from above. Screens in order: LGR2 antag, EWS-Fli inh, FN deposit inh, S100A4 inh HTS, ERAP1 HTS inh, PGC1a acetyl inh, PglD DTNB, PAX8 inh HTS
`CN(C)c1ccc(C(CNS(=O)(=O)c2ccc([N+](=O)[O-])cc2)N2CCCC2)cc1` (stereo unspecified) reads 24, 4, -4, 15, 8, x, 0, 1
`CC1CCN(C(=O)c2cc3ccccc3c(=O)o2)CC1` reads -5, -42, -1, 2, 3, -4, 7, -50
`CCC(=O)N1C[C@H]2[C@@H](c3ccccc31)[C@@H](CO)N2Cc1ccc(F)cc1` reads -3, 10, 2, 18, -5, -13, -5, 8
`O=C(Nc1cccc(F)c1)N1CCCC(CNS(=O)(=O)Cc2ccccc2)C1` (stereo unspecified) reads 50, -8, x, -1, 2, x, x, -1
`Nc1ccn([C@@H]2O[C@H](C(=O)N3CCN(CCO)CC3)[C@@H](O)[C@H]2O)c(=O)n1` reads -18, -16, -2, 0, 1, x, x, -8

More structures.
SMILES	LGR2 antag	EWS-Fli inh	FN deposit inh	S100A4 inh HTS	ERAP1 HTS inh	PGC1a acetyl inh	PglD DTNB	PAX8 inh HTS
O=C(c1ccc(Cn2c(=S)[nH]c3ccc(N4CCOCC4)cc3c2=O)cc1)N1CCN(c2ccc(F)cc2)CC1	-17	-40	1	-3	0	-34	x	-28
CC(C)(C)NC(=O)CSc1nc(Cc2ccccc2)nc2ccccc12	3	-5	-5	-6	2	11	1	5
CCCCCCCCN1C(=O)[C@H](CC(=O)NCc2cccs2)C[C@@]2(C(=O)OC)CCCCC=C12	23	4	1	-5	0	x	x	15
O=C(CSc1nnc2sc3ccccc3n12)NCc1ccc2c(c1)OCO2	15	-1	4	-2	-3	-2	-1	21
Cc1nnc(SCC(=O)Nc2ccc(Cl)cn2)n1Cc1ccccc1	x	x	-6	x	x	2	5	2
CCOC(=O)CCc1nn(C)c(=O)c2ccccc12	x	-1	-10	-3	-6	x	x	-2

Screening results (PubChem BioAssay)
